Assay outcomes: PubChem, National Center for Advancing Translational Sciences (NCATS)
Cycloheximide cs: Cycloheximide Counterscreen for Small Molecule Inhibitors of Shiga Toxin | cell reporter, cycloheximide protein synthesis inhibition counterscreen | max response, % | 12% of 300,000 active | AID 2314, 2010; in the data active = max response mostly above about 13%, no sharp cut-off; inactive = mostly below about 14%; note: read at 38.3 µM for the half of the compounds with a filed dose; 0% is about no effect
HCV inh: qHTS Assay for Inhibitors of Hepatitis C Virus (HCV); Huh7.5.1 HCVcc-Cre infection, luciferase reporter, 44 h; Potency, µM (series often up to 41.8 µM), inactives show at the highest dose activity change, negative = inhibition, actives largely listed as inhibitors; 3.4% of 340,000 active; note: potency is the fitted concentration of half-maximal effect; % is set by controls: 0 for no effect and ±100 for the full control effect
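HCVcc-Cre virus at an moi near 0.5 was added right after compound to cells cultured 4 h from seeding (1,000 cells/well). Luciferase activity was determined 44 h later, 15 min after substrate addition at RT.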
Pf growth 48h: Primary qHTS for delayed death inhibitors of the malarial parasite plastid, 48 hour incubation; 5.9% of 310,000 active; P. falciparum luciferase growth in erythrocytes, 48 h; AID 504832, 2011; Potency, µM (top dose mostly 28.7 µM), without a hit: at the top dose activity change, negative = inhibition, most hits filed as inhibitors; note: potency is the fitted concentration of half-maximal effect; % is set by controls: 0 for no effect and ±100 for the full control effect
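Read-out is firefly luciferase luminescence from an integrated reporter in P. falciparum, so falling signal marks reduced parasite growth. Infected erythrocytes were at 2% hematocrit and 0.1% parasitemia (final) in Albumax-supplemented RPMI 1640.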
FBPA Giardia inh: qHTS Assay for Inhibitors of Fructose-1,6-bisphosphate Aldolase from Giardia Lamblia | A8B2U2 | purified Giardia FBPA | Potency, µM (series often up to 59.6 µM), without a hit: at the highest dose activity, negative = inhibition, hits mostly inhibitors | 0.71% of 290,000 active; note: potency is the fitted concentration of half-maximal effect; % is set by controls: 0 for no effect and ±100 for the full control effect; nearly all actives have a fitted effect of over 55% in size
Target sequence (A8B2U2 whole entry, looked up): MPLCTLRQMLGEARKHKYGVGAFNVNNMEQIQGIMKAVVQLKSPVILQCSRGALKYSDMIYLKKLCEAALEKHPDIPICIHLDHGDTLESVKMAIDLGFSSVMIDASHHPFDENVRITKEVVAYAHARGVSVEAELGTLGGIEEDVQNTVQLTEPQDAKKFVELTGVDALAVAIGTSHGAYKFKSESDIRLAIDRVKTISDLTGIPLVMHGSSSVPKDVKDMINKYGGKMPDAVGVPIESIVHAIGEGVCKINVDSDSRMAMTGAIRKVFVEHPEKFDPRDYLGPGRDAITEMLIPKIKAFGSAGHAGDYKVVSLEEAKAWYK
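Giardia FBPA (40 nM reagent) was preincubated 10 min at RT with compound (up to 57.5 uM final), then substrate plus GAPDH/TPI/NAD/arsenate coupling system with diaphorase/resazurin was added; resorufin fluorescence (525/598 nm) was read after 20 min.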
Pf growth 96h: Primary qHTS for delayed death inhibitors of the malarial parasite plastid, 96 hour incubation. AID 504834, 2011. Potency, µM (highest dose often 28.7 µM), for inactives: top-dose activity change, negative = inhibition, hits mostly inhibitors. P. falciparum luciferase reporter growth, 96 h. 6.9% of 320,000 active; note: potency is the fitted concentration of half-maximal effect; % is set by controls: 0 for no effect and ±100 for the full control effect
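96 h incubation, 37 C, 5% CO2, of luciferase-reporter P. falciparum-infected RBCs (2% hematocrit, 0.05% parasitemia final) with test compounds; endpoint luminescence.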
Shiga toxin inh: A qHTS for Small Molecule Inhibitors of Shiga Toxin | Vero cells, Shiga toxin protein synthesis inhibition reporter | inhibition, % at 38.7 µM | 9.2% of 290,000 active | AID 2315, 2010; in the data active = inhibition mostly above about 28%, no sharp cut-off; inactive = mostly below about 43%; note: 0% is about no effect
An asterisk follows results filed as active; ? = inconclusive; · = no result given; & = joins results of further samples; [ ] = dose if it differs, or a comment. Unless noted, calls come from the whole dose curve; as a rule, active = well fitted curve in the direction sought with a large enough effect; inconclusive = small, poorly fitted or top-dose-only effect, or another doubt; inactive = no such curve, though single readings can be large; an effect the other way counts as inactive or inconclusive. No enrichment for hits. Share with any hit: about 24%.

item	Compound	Cycloheximide cs	HCV inh	Pf growth 48h
1	O=C(O)c1cc(-c2ccc(/C=N/NC(=S)Nc3ccccc3)o2)ccc1Cl	8	30%	24%
2	COc1cccc(CCNC(=O)CC2C(=O)NCCN2Cc2ccc(C)o2)c1 (stereo unspecified)	8	10%	-1%
3	c1ccc(CCn2nnnc2CN2CCC(n3nnc4ccccc43)CC2)cc1	-3	-17%	?
4	CC(NC(=O)Nc1ccc(Cl)cc1)C1CCCO1 (stereo unspecified)	8	1%	73%[activator]
5	COC(=O)Cn1c(=NC(=O)c2ccc([N+](=O)[O-])s2)sc2cc(Br)ccc21	15*	?	?
6	C/C(=N/NC(=O)c1ccc(-c2ccccc2)cc1)c1cccc(O)c1	8	-29%	5%
7	CC(c1nnnn1C1CCCCC1)N(Cc1ccccc1)Cc1cccnc1 (stereo unspecified)	-3	-1%	10µM*
8	C=CCNC(=O)C1CCC(=O)N1S(=O)(=O)c1ccc(C)cc1 (stereo unspecified)	-1	8%	5%
9	O=C(NC1CCCCCCC1)NC1CCCCC1	26*	3%	120%[activator]
10	CC(Sc1nc(NCc2ccccc2)nc(N2CCOCC2)n1)C(=O)Nc1ccccc1 (stereo unspecified)	-1	?	?

item	FBPA Giardia inh	Pf growth 96h	Shiga toxin inh
1	2%	50%[activator]	13
2	·	?	6
3	4%	79%[activator]	-4
4	-2%	?	20*
5	2%	0.83µM*	39
6	·	5.9µM*	22
7	14%	11%	-9
8	-2%	?	-10
9	4%	162%[activator]	23
10	2%	·	-7

Additional compounds follow.
item	Compound	Cycloheximide cs	HCV inh	Pf growth 48h
11	Cc1ccc(NC(=O)C2Cc3ccccc3CN2C(=O)c2ccco2)cc1S(=O)(=O)N(C)C (stereo unspecified)	31*	-6%	-14%
12	NC(=O)CSc1nnc(NC(=O)C23CC4CC(CC(C4)C2)C3)s1	36*	8%	32%[activator]
13	O=S(=O)(NCc1cccnc1)c1ccc(Cl)c(Cl)c1	-2	6%	3%
14	CC(C)CN1C(=O)c2ccc(C(=O)NCc3ccc4c(c3)OCO4)cc2C1=O	-2	-4%	·
15	CC(C)Nc1nnc(SCc2cc(=O)n3ccsc3n2)s1	-2	14%	0%
16	CN(C)C(=O)C#Cc1ccccc1	-4	8%	-2%
17	O=C(CSc1nncn1-c1ccccc1)Nc1cccc(S(=O)(=O)N2CCCCC2)c1	-2	13%	-3%
18	O=Cc1cn(CCOc2ccccc2F)c2ccccc12	25*	5%	24%
19	O=C(NCCOc1ccccc1)C(=O)c1c[nH]c2ccccc12	20*	-12%	40%[activator]
20	CC(=O)Nc1ccc(S(=O)(=O)N(C)CC(=O)Nc2ccccc2N2CCOCC2)cc1	-3	13%	-4%

item	FBPA Giardia inh	Pf growth 96h	Shiga toxin inh
11	3%	-10%	79*
12	-10%	31%[activator]	23
13	0%	24%	-3
14	0%	?	-3
15	-20%	?	18
16	2%	0%	2
17	1%	?	-1
18	0%	?	49*
19	0%	31%[activator]	44
20	5%	25%	-15

Further entries
item	Compound	Cycloheximide cs	HCV inh	Pf growth 48h
21	CCCC(=O)Nc1nnc(CCc2ccccc2)s1	7	-4%	-19%
22	Cc1cc(S(=O)(=O)N2CCCC2)ccc1OCC(=O)NCc1ccccc1	2	-14%	?
23	Cc1cccc(N(C)C(=O)c2cc(S(=O)(=O)N3CCc4ccccc43)cn2C)c1	8	?	?
24	Cc1cc2cc(CNC(=S)NC3CCCCC3)ccc2[nH]1	8	10µM*	-1%
25	O=C(N/C=N/OCc1ccc(Cl)cc1Cl)NOCc1ncc(C(F)(F)F)cc1Cl	0	?	?
26	COc1ccc2nc(C)cc(N/N=C/c3ccc(F)cc3)c2c1	-6	?	?
27	COCCOC(=O)c1c(NC(=O)COC(=O)c2ccc(C)o2)sc(C(N)=O)c1C	·	?	?
28	O=C(N/N=C/c1ccc([N+](=O)[O-])cc1)c1cccc2cc[nH]c12	16*	6%	25%
29	N#CC(c1ccc(Cl)nn1)c1c(F)cccc1Cl (stereo unspecified)	-1	0%	-2%
30	O=C(c1ccc2c(c1)OCO2)N1CCN(c2ccc(C(F)(F)F)cn2)CC1	-2	?	1%

item	FBPA Giardia inh	Pf growth 96h	Shiga toxin inh
21	6%	?	12
22	·	6%	-31
23	-21%	-3%	11
24	1%	-5%	1
25	-17%	·	16
26	1%	12%	-11
27	·	?	·
28	3%	?	21
29	-8%	1%	-17
30	6%	43%[activator]	1

Eleven entries from above, sorted by formula weight, ascending.
item	Compound	Cycloheximide cs	HCV inh	Pf growth 48h
21	CCCC(=O)Nc1nnc(CCc2ccccc2)s1	7	-4%	-19%
29	N#CC(c1ccc(Cl)nn1)c1c(F)cccc1Cl (stereo unspecified)	-1	0%	-2%
18	O=Cc1cn(CCOc2ccccc2F)c2ccccc12	25*	5%	24%
19	O=C(NCCOc1ccccc1)C(=O)c1c[nH]c2ccccc12	20*	-12%	40%[activator]
26	COc1ccc2nc(C)cc(N/N=C/c3ccc(F)cc3)c2c1	-6	?	?
30	O=C(c1ccc2c(c1)OCO2)N1CCN(c2ccc(C(F)(F)F)cn2)CC1	-2	?	1%
22	Cc1cc(S(=O)(=O)N2CCCC2)ccc1OCC(=O)NCc1ccccc1	2	-14%	?
27	COCCOC(=O)c1c(NC(=O)COC(=O)c2ccc(C)o2)sc(C(N)=O)c1C	·	?	?
20	CC(=O)Nc1ccc(S(=O)(=O)N(C)CC(=O)Nc2ccccc2N2CCOCC2)cc1	-3	13%	-4%
17	O=C(CSc1nncn1-c1ccccc1)Nc1cccc(S(=O)(=O)N2CCCCC2)c1	-2	13%	-3%
25	O=C(N/C=N/OCc1ccc(Cl)cc1Cl)NOCc1ncc(C(F)(F)F)cc1Cl	0	?	?

item	FBPA Giardia inh	Pf growth 96h	Shiga toxin inh
21	6%	?	12
29	-8%	1%	-17
18	0%	?	49*
19	0%	31%[activator]	44
26	1%	12%	-11
30	6%	43%[activator]	1
22	·	6%	-31
27	·	?	·
20	5%	25%	-15
17	1%	?	-1
25	-17%	·	16

More entries follow:
item	Compound	Cycloheximide cs	HCV inh	Pf growth 48h
31	NC(=O)C1CCCN1 (stereo unspecified)	-2	?	2%
32	Cc1ccc(N(CC(=O)Nc2cccc(N(C)S(C)(=O)=O)c2)S(C)(=O)=O)cc1	-1	-11%	9%
33	CC(=O)c1cccc(NC(=O)Nc2ccc(C)cc2)c1	30	?	95%[activator]
34	COc1cccc(-c2csc(N3CCN(C(=O)NC45CC6CC(CC(C6)C4)C5)CC3)n2)c1	1	?	12µM*
35	Cc1cccc2cc(CN(CCN(C)C)C(=S)Nc3ccccc3)c(=O)[nH]c12	2	-17%	20%
36	COc1ccc(S(=O)(=O)N2CCCCCC2)cc1C(=O)Nc1ccc(C)cn1	·	22%	?
37	CCCCC1(C)OC(=O)C(=Cc2ccc(-c3ccc(Cl)c(C(=O)O)c3)o2)C(=O)O1 (stereo unspecified)	0	8%	1%
38	O=C(c1ccc(COc2ccccc2[N+](=O)[O-])o1)N1CCCCC1	10	-2%	-2%
39	O=C(CSc1nnc(SCc2ccc(Cl)cc2)s1)N/N=C/c1ccccc1C(=O)O	-3	-3%	28%
40	CCCC1=C([O-])C2N=CC=CC2=[N+](c2ccccn2)C1=O (stereo unspecified)	-4	14%	3%

item	FBPA Giardia inh	Pf growth 96h	Shiga toxin inh
31	6%	24%	-16
32	6%	·	-16
33	-2%	?	69
34	3%	-24%	8
35	-1%	?	-1
36	·	0%	·
37	5%	?	-6
38	-1%	-10%	31
39	13%	32%[activator]	18
40	8%	-2%	-13

The list continues.
item	Compound	Cycloheximide cs	HCV inh	Pf growth 48h
41	Cc1cccc(C)c1NC(=O)CNC(=O)c1c(C)nn(C)c1Cl	0	7%	19%
42	COc1ccc(CN([C@H](C)CO)S(=O)(=O)N(Cc2ccccc2)[C@H](CO)C(C)C)cc1	·	?	?
43	COc1ccc([N+](=O)[O-])cc1NC(=O)c1ccc(N2C(=O)CCC2=O)cc1	0	-1%	-1%
44	N#Cc1ccc(NC(=O)CSc2nc3[nH]c(=O)cc(O)c3s2)cc1	·	25%	?
45	CC1CCC(NC(=O)C2COc3ccccc3O2)CC1 (stereo unspecified)	·	3%	89%[activator]
46	CCN1CCN(c2ccc([N+](=O)[O-])cc2C(=O)OC)CC1	1	6%	50%
47	COc1cc(OC)cc(C(=O)N2CCCC(Nc3ccc(F)cc3)C2)c1 (stereo unspecified)	1	0%	-3%
48	COc1cc(/C=N/NC(=S)N/N=C/c2cc(OC)c(OC)c(OC)c2)cc(OC)c1OC	38*	-6%	27%
49	CCOC(=O)CN1C(=O)NC2NC(=O)NC21 (stereo unspecified)	-4	27%	20%
50	COc1ccc(C(=O)N2CCN(S(=O)(=O)c3ccc(Br)cc3)CC2)cc1	·	4%	?

item	FBPA Giardia inh	Pf growth 96h	Shiga toxin inh
41	2%	18%	-2
42	·	?	·
43	-5%	18%	3
44	·	1.5µM*	·
45	·	46%[activator]	·
46	0%	-18%	-6
47	13%	0%	-9
48	7%	5%	87*
49	-1%	·	-21
50	·	?	·

Remaining list, next part:
item	Compound	Cycloheximide cs	HCV inh	Pf growth 48h
51	Cc1[nH]n(-c2ccccc2)c(=O)c1C(c1cccc([N+](=O)[O-])c1O)c1c(C)[nH]n(-c2ccccc2)c1=O	-1	6%	-18%
52	Cc1noc(C)c1C(=O)NCCCN1CCCC1=O	4	?	-3%
53	O=C(CN1C(=O)CSc2ccccc21)N1CCc2ccccc21	0	0%&7%	-6%
54	Cc1cc(/C=C2\SC(=Nc3ccccc3)NC2=O)c(C)n1-c1ccc(S(N)(=O)=O)cc1	-1	4.5µM*	4.1µM*
55	C/C(=N\NC(=O)c1nnn(-c2nonc2N)c1CN1CCCCCC1)c1ccc(Br)cc1	-5	-5%	16%
56	CCCCn1c(SCC(=O)Nc2ccc(C)c(S(=O)(=O)N3CCOCC3)c2)nnc1C(CC)N(C)C (stereo unspecified)	·	4%	?
57	Cc1ccc(C(=O)N2CCN(Cc3ccc4c(c3)OCO4)CC2)cc1[N+](=O)[O-]	-2	?	5%
58	N#CC(C(=O)NCc1ccco1)c1nc2ccccc2nc1N1CCOCC1 (stereo unspecified)	14	-10%	5%
59	N#Cc1cn(CC(=O)NCC2CCCO2)c2ccccc12 (stereo unspecified)	-4	8%	6%
60	COc1ccc(CC(=O)OCC(=O)Nc2ncc(Cl)cc2Cl)cc1	-3	3%	0%
61	Cc1cccc2c(CC(=O)Nc3ccccc3)noc12	12	34%[activator]	20%

item	FBPA Giardia inh	Pf growth 96h	Shiga toxin inh
51	-6%	27%	14
52	8%	·	-3
53	2%	?	-11
54	-13%	?	-16
55	-4%	?	-6
56	·	-9%	·
57	0%	68%[activator][5.75 µM]	-27
58	?	·	-6
59	5%	-24%	-8
60	-5%	-7%	-8
61	2%	17%	-36
